All columns: NCI-60 one-dose screen, growth in % after 48 h at 10 µM unless noted; 100 = growth as untreated, 0 = no growth, -100 = all killed.
HL-60(TB) – HL-60(TB) leukemia cells; 78,000 tested, 9% active; active means growth percent below 10
Starred values were filed as active, the others as inactive; & = joins results of further samples; ! = repeats disagree. Not all compounds are listed (hit frequency here may not be typical).

SMILES	HL-60(TB)
CCNC(=O)c1[nH]cc(-c2ccc(OC)cc2)c1-c1cc(OC)c(OC)c(OC)c1	5.1*
COc1ccc(CNC(=O)[C@H](O)[C@@H](N)Cc2ccccc2)cc1OC	101
O=[N+]([O-])c1ccc(N=Nc2ccc(N(CCO)CCO)cc2)cc1	112
CCOC(=O)NCCO	87
COc1cc(OC)c(S(N)(=O)=O)cc1C(=O)/C=C/c1cc(OC)c(OC)c(OC)c1	78
CCCC(=O)Nc1ccc(N)cc1OC	47
COc1ccc(-c2nn(-c3ccccc3)cc2C2CC(c3cc4ccccc4oc3=O)=NN2c2ccccc2)cc1 (stereo not drawn)	136
Nc1c(I)cc(I)cc1I	104
O=C(CN1CCN(c2cc3c(cc2F)c(=O)c(C(=O)O)cn3C2CC2)CC1)N/N=C/c1ccco1	103
O=C(N=Nc1c(O)[nH]c2ccc(Cl)cc12)c1cc(-c2ccc(Cl)cc2)nc2ccccc12	62
COc1ccc(/C=N/NC(=O)c2ccc(S(C)(=O)=O)cc2)cc1	57
COc1ccc(-c2nc(-c3nc4cc(C)c(C)cc4[nH]3)c3ccccn23)cc1	51

Pulled one by one from above, three records:
SMILES	HL-60(TB)
CCNC(=O)c1[nH]cc(-c2ccc(OC)cc2)c1-c1cc(OC)c(OC)c(OC)c1	5.1*
COc1cc(OC)c(S(N)(=O)=O)cc1C(=O)/C=C/c1cc(OC)c(OC)c(OC)c1	78
O=[N+]([O-])c1ccc(N=Nc2ccc(N(CCO)CCO)cc2)cc1	112

(continued)
SMILES	HL-60(TB)
O=C1/C=C/[C@@H](O)[C@@H]2C[C@@H](O)C[C@H]2/C=C/CCC[C@H](CCc2ccccc2)O1	4.0*
O=C1/C(=C/C=C/c2ccco2)SC(=S)N1Cc1ccccc1	97
COc1ccc(OC)c(Cn2cc3c(c2-c2ccccc2)CCc2cnoc2-3)c1	32
O=C(O)C(=O)Nc1cccc([N+](=O)[O-])c1	110
COc1ccc(Cc2cc(-c3ccccc3C)n[nH]c2=O)cc1	92
CN(CCOc1ccccc1)Cc1ccccc1	100
O=C1/C(=C/c2ccc(Cl)cc2)N=C2SC3C(=NNC3c3ccc(Cl)cc3)N12 (stereo not drawn)	48
CN(C)c1ncnc2c1nnn2C1OC(CO)C(O)C1O (stereo not drawn)	4.4*
O=C(O)COc1ccc(Cl)cc1C1CCCCC1	116
NC(=N\N=C/c1ccc(Cl)c(Cl)c1)/C(N)=N\N=C/c1ccc(Cl)c(Cl)c1	99
Cc1ccc2c3c(cccc13)-c1ccccc1C2=O	99
COc1c(C)cnc(CSc2nc(-c3ccccc3)cn2-c2ccc(Cl)cc2)c1C	98
CC/C(=C(/c1ccc(Cl)cc1)c1ccc(OCCN2CCOCC2)cc1)c1ccc(Cl)cc1	100
CC(C)C[C@H](N)C(=O)N=S(N)(=O)c1cc(Cl)cs1 (stereo partly drawn)	92
N#Cc1c(-c2cccs2)cc(-c2cnccn2)nc1SCC(=O)N/N=C/c1ccccc1	110
O=S1(=O)NC2c3ccccc3C=CN2c2ccncc21 (stereo not drawn)	111
O=C(CCC1CCCCC1)OC1CCCCC1	106
Cn1c(SCC(=O)N/N=C/c2ccc(F)cc2)nc2ccccc2c1=O	103
O=S(=O)(c1ccc(F)cc1)N1CCN(c2nccc(-c3c(-c4cccc(F)c4)nc4sccn34)n2)CC1	72
CCOC(=O)CC(C)=N	94
CC(Nc1ncnc2ccc(-c3cnc4cnccn34)cc12)c1ccccc1 (stereo not drawn)	52
CC(=O)N1N=C(c2ccc(C(F)(F)F)cc2)CC1c1ccc2c(c1)OCO2 (stereo not drawn)	96
c1ccc2cc(SSc3ccc4ccccc4c3)ccc2c1	93
O=S(=O)(NCCCNc1nccc(-c2[nH]c(-c3ccccc3)nc2-c2ccc(Cl)c(O)c2)n1)c1ccc(Cl)cc1	134
CN1c2ccccc2Sc2cc(C3CCC(=O)N3)ccc21 (stereo not drawn)	71
Cc1c(C(=O)C(SC(=S)N2CCOCC2)SC(=S)N2CCOCC2)nnn1-c1ccc([N+](=O)[O-])cc1	91
CCOC(=O)/C(=C\c1cccc(Cl)c1)C(C)=O	102
OC1(c2ccc(Cl)cc2)CCCCC1	113
O=[N+]([O-])c1cccc(/C=N/N2CCCCCC2)c1	83
O=C(c1cc2cc(Br)ccc2o1)c1cc2ccccc2oc1=O	101
BrCCOc1ccc(Br)cc1	102
CC1(C)NC(=O)N(CN2C(=O)NC(C)(C)C2=O)C1=O	89
N#Cc1c(-c2ccc(Cl)cc2)cc(-c2cccc(OCC(=O)O)c2)[nH]c1=O	98
O=C(Nc1nc(C(=O)N2CCN(C(c3ccccc3)c3ccccc3)CC2)cs1)c1ccc(NC2CCCCC2)c([N+](=O)[O-])c1	99
c1ccc2[nH]c(-c3ccc(OCCCCCOc4ccc(-c5nc6ccccc6[nH]5)cc4)cc3)nc2c1	-46*
CCN(CC)c1ccc(/C=N\NC(=O)c2cccc(Nc3ccnc(C(F)(F)F)c3)c2)c(O)c1	69
COc1ccc2c(c1)CC1OCCc3cc(OC)c(OC)c-2c31 (stereo not drawn)	72
O=C(CSc1nnc2n(Cc3ccccc3)c(=O)c3c4c(sc3n12)CCCC4)c1ccccc1	159
O=[N+]([O-])c1ccccc1N=Nc1c(O)[nH]c2ccc(F)cc12	96
C[Se]CCCN1C(=O)[C@@H]2[C@H](C1=O)[C@@H]1C=C[C@H]2C1	102
COC(=O)c1cc(=O)c2c(ccc3oc(=O)ccc32)[nH]1	80
CN1NC(=O)c2ccccc2NC1=S	106
Cc1cccc(Cc2cnc(NC(=O)c3ccc(-n4cnnn4)cc3)s2)c1	90
N#Cc1cccc(CN2CCC3=C(C2)C(=O)N(Cc2ccc(Cl)cc2)C2=NCCCN23)c1	12
COc1ccc(C(=O)NNC(=O)c2cccc3ccccc23)cc1	93
c1ccc2c(c1)oc1cc3c(cc12)nnc1cccn13	108
Cc1ccc(S(=O)(=O)N/N=C2\CC3CCC2C3)cc1 (stereo not drawn)	98
C=CCNc1ccc2c3c(cccc13)C(=O)N(c1ccc(/C(=C(\C)c3ccccc3)c3ccccc3)cc1)C2=O	100

Filtered by structure, the entries above with a nitro group on carbon (6)
SMILES	HL-60(TB)
O=[N+]([O-])c1ccc(N=Nc2ccc(N(CCO)CCO)cc2)cc1	112
O=C(O)C(=O)Nc1cccc([N+](=O)[O-])c1	110
Cc1c(C(=O)C(SC(=S)N2CCOCC2)SC(=S)N2CCOCC2)nnn1-c1ccc([N+](=O)[O-])cc1	91
O=[N+]([O-])c1cccc(/C=N/N2CCCCCC2)c1	83
O=C(Nc1nc(C(=O)N2CCN(C(c3ccccc3)c3ccccc3)CC2)cs1)c1ccc(NC2CCCCC2)c([N+](=O)[O-])c1	99
O=[N+]([O-])c1ccccc1N=Nc1c(O)[nH]c2ccc(F)cc12	96

In another format: 2 of the compounds above.
compound: Cc1cccc(Cc2cnc(NC(=O)c3ccc(-n4cnnn4)cc3)s2)c1
  HL-60(TB) = 90
compound: N#Cc1cccc(CN2CCC3=C(C2)C(=O)N(Cc2ccc(Cl)cc2)C2=NCCCN23)c1
  HL-60(TB) = 12

The list continues:
SMILES	HL-60(TB)
CCOC(=O)c1c(C)oc2ncnc(N3CCN(C(=O)COc4ccc(I)cc4)CC3)c12	92
CCOC(=O)C(C)C(C)(O)c1ccccc1 (stereo not drawn)	99
O=C1CCC23C=CC(O2)C2(Nc4ccccc4NC2=O)c2c(Cl)cccc2N13 (stereo not drawn)	97
Cc1ccccc1NC(=O)c1ccc(C(=O)Nc2ccccc2C)cc1	100
CC(=O)O[C@H]1CC[C@]2(C)[C@H]3CC=C4[C@@H]5CC(C)(C)CC[C@]5(C(=O)NC(COC(=O)C(Cl)Cl)(COC(=O)C(Cl)Cl)COC(=O)C(Cl)Cl)CC[C@@]4(C)[C@]3(C)CC[C@H]2C1(C)C	55
COC(=O)[C@@H]1CCCN1C(=O)C1=C(C)NC(=S)NC1c1cc(OC)c(OC)c(OC)c1 (stereo partly drawn)	85
COc1cc(CNC(=O)/C=C/c2ccccc2)ccc1OCc1cn(-c2ccccc2)nn1	110
COc1ccc(/C=C(\C#N)c2cc3ccccc3n2C(C)=O)cc1	83
COc1ccc(-c2nc(N)ncc2Oc2ccccc2OC)c(O)c1	-22*
O=C1NC(=O)C(c2ccccc2)(c2ccc(Cl)cc2)N1 (stereo not drawn)	96
Cc1c(C(=O)/C=C/NCc2ccc(S(N)(=O)=O)cc2)sc2nc3ccccc3n12	106
CCN1C(=S)N(c2ccccc2)C2N=c3s/c(=C4\C(=O)N(C(C)C)c5ccccc54)c(=O)n3NC21 (stereo not drawn)	92
Oc1c(Cl)cc(Cl)cc1Sc1cc(Cl)cc(Cl)c1O	-17*!
O=C(NCCCN1CC1)Nc1cccc2ccccc12	107
CCOC(=O)c1cc2c(n1Cc1cc(OC)cc(OC)c1Br)-c1nc(NC(C)=O)sc1CCC2	43
CCN(CC)CC(=O)Nc1c(C)cccc1C	107
O=[N+]([O-])c1ccc(/C=N\NC(=S)N/N=C/c2ccc([N+](=O)[O-])cc2)cc1	102&98
O=C1C(Cl)=C(Cl)C(=O)c2c1nc1n2CCCC1	75
Cc1ccc2nc(NC(=O)CN3CCN(CCN4C(=O)c5cccc6cccc(c56)C4=O)CC3)sc2c1	34
CCCC(=O)Oc1nc2[nH]c(=O)sc2c(C)c1CCC	89&98
Cc1ccc(S(=O)(=O)NCCCNc2nccc(-c3c(-c4cccc(F)c4)nc4sccn34)n2)cc1	119
CCCCCCN(CCOC(=O)c1ccc([N+](=O)[O-])cc1)CCOC(=O)c1ccc([N+](=O)[O-])cc1	102
COc1cc(C=NCc2ccccc2)ccc1O	110&108
CCCCCCNC(=O)CCC	104

Quoted from the listing:
Result of COc1cc(C=NCc2ccccc2)ccc1O in HL-60(TB): 110&108
Result of CCCC(=O)Oc1nc2[nH]c(=O)sc2c(C)c1CCC in HL-60(TB): 89&98
Result of O=[N+]([O-])c1ccc(/C=N\NC(=S)N/N=C/c2ccc([N+](=O)[O-])cc2)cc1 in HL-60(TB): 102&98

(cont.)
SMILES	HL-60(TB)
CCN(CC)S(=O)(=O)c1ccc(OC)c(NC(=O)c2[nH]c(C)c3c2CCCCC3=O)c1	4.2*
CC/C=C\C[C@H](O)C/C=C1\CC=C(CCO)C1=O	103
COc1ccc2nc3cc(Cl)ccc3c(Nc3ccc(S(=O)(=O)Nc4ccccn4)cc3)c2c1	91
O=C1CC2OCC=C3C[N+]4(SS(=O)(=O)[O-])CCC56c7ccccc7N1C5C2C3CC64 (stereo not drawn)	95
COc1ccc(-c2cc(-c3ccc(N(C)C)cc3)c(C#N)c(N3CCCC3)n2)cc1	67
COc1ccc(-c2cc(-c3nnc(SCC(=O)c4ccccc4)o3)c3cc(OC)ccc3n2)cc1	80
c1ccc2c(c1)Sc1ccccc1C2NCN1CCOCC1	91
O=c1[nH]c2ccccc2c(O)c1CCCC1CCCCC1	111
c1ccc(CN2CCN(Cc3ccccc3)CC2)cc1	95
CC(=O)OC1CCC2C3C(C)CC4=CC(=O)CCC4(C)C3CCC12C (stereo not drawn)	135
O=C(Nc1ncc(Cc2cc(C(F)(F)F)ccc2Cl)s1)C(=S)N1CCOCC1	98
C#CC1(OC(=O)Nc2cccc(Cl)c2)CCCCC1	103
COc1cc(/C=N\NC(=O)c2ccc3nc(-c4ccc(Br)cc4)[nH]c3c2)cc(OC)c1OC	27
[O-][n+]1onc(-c2ccccc2)c1COc1ccc(Nc2ncnc3c2cnn3-c2ccc(Br)cc2)cc1	96
COc1cc2oc(-c3cccc(C(=O)Nc4ccc(Cl)cc4)c3)cc(=O)c2c(OCCNC(=O)[C@@H](N)CO)c1OC	-29*
O=C(O)/C=C/C(=O)NCc1ccco1	81
NNC(=O)C1CC1	93
O=CC(c1ccccc1)c1ccccc1	77
COc1ccc(C(C)=O)cc1S(=O)(=O)Nc1c(N)nc(N)nc1N	86
CCN(N=O)c1ccc(/C=C2/C=Cc3ccccc32)cc1	94
Cc1ccc(-n2c(Sc3nc(-c4ccccc4)c(C#N)c(=O)[nH]3)cn3c4c(=O)n(C)c(=O)n(C)c4nc23)cc1	93
Cn1cc(-c2nc(-c3c[nH]c4c(Cl)nccc34)cs2)c2ccccc21	83
COc1ccc(-c2n/c(=C\c3c(O)[nH]c4ccc(Cl)cc34)cc3c2=Nc2ccccc2-3)cc1	85
CS(=O)(=O)NCCSc1nc(-c2ccc(F)cc2)c(C#N)c(=O)[nH]1	103
CCC(C)(C)N(CC(=O)O)CC(=O)O	100
CN1C(=O)N(C)C2SC(N/N=C/c3cccs3)=NC21 (stereo not drawn)	-20*
CCCCCCc1ccc(C(=O)Nc2ccc(C)cc2C(=O)O)cc1	96
Nc1ccc(O)c(S(=O)(=O)O)c1	96
CCc1c(C)c2cc3nc(-c4ccc(OC)cc4)oc3c(C)c2oc1=O	85
O=C(O)c1cccc2c1Oc1ccccc1S2(=O)=O	56
ClSSc1c2ccccc2cc2ccccc12	83
NC(N)=Nc1ccc(Oc2cccc(NC(N)=Nc3ccc(Cl)c(C(F)(F)F)c3)c2)cc1	28
Cc1cc(=O)oc2cc(OC(=O)CN(C)C)ccc12	103
C=CCOC(=O)C(C)Oc1ccc(Cl)cc1Cl (stereo not drawn)	118
CCc1cccc(Nc2ccccc2C(=O)O)c1	128
CC(=O)NS(=O)(=O)c1ccc(NCCc2c(C)nc3scc(-c4ccccc4)n3c2=O)cc1	94
COc1cc(/C(=C2/O[C@@H]([C@H]3COC(C)(C)O3)[C@H]3OC(C)(C)O[C@@H]23)c2ccc3c(c2)OCO3)cc(OC)c1OC	86
c1ccc(-c2nc3ccccc3o2)cc1	109
CCCNc1nc(C)[nH]c(=O)c1S	92
Cc1cc(N2CCN(C)CC2)nc(NCc2cc(Nc3ccnc4cc(Cl)ccc34)ccc2F)n1	-53*
C=C(C)COC(=O)CC(C)=O	108
C[C@]12CC[C@@H]3c4cc(OC(F)F)c(OS(N)(=O)=O)cc4CC[C@H]3[C@@H]1CC[C@@H]2OS(N)(=O)=O	13
CCOC(=O)c1ccc(C(=O)O)cc1OC	105
CC(=O)NN1CCN(C)CC1	93
Cn1c(CO)nc2ccccc21	103
N#Cc1c(NCc2ccc(F)cc2)oc(-c2ccccc2)c1-c1ccccc1	105
NC(=O)c1ccc[n+]([C@@H]2O[C@H](COP(=O)([O-])OP(=O)(O)OC[C@H]3O[C@@H](n4cnc5c(N)ncnc54)[C@H](O)[C@@H]3O)[C@@H](O)[C@H]2O)c1	109

Screens deposited in PubChem by NCI.
